# SIRT5 inh – blocks human SIRT5 desuccinylation of peptide. Q9NXA8. Purified SirT5, succinyl-peptide AMC, trypsin-coupled fluorescence. AID 652115. 330,000 tested, 1.1% active. inhibition, % at 15 µM; in the data active = inhibition above about 15%; inconclusive = no clear call, values can overlap the other calls
# Target sequence (Q9NXA8 whole entry, looked up): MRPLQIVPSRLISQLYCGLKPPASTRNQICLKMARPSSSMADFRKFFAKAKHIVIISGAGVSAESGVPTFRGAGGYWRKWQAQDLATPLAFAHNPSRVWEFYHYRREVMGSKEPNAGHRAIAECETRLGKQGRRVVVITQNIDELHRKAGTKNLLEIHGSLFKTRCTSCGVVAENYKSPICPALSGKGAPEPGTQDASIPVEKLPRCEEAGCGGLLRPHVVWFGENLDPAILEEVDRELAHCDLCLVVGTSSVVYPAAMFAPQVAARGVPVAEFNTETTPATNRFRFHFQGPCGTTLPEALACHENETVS
# S100A4 inh HTS – blocks human S100A4 binding to myosin IIA peptide. inhibition, % at 10.7 µM. 360,000 tested, 0.14% active. P26447. S100A4/TAMRA-MyoIIA peptide fluorescence polarization;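 active = mean inhibition of at least 70% across replicates, with every replicate also reaching that level; inconclusive = mean inhibition reaches 70% but some replicates fall short; inactive = mean inhibition below 70%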
# Target sequence (P26447 whole entry, looked up): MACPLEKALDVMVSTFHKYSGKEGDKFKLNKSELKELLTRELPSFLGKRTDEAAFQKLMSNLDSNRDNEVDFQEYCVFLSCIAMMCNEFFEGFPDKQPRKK
#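 Assay system: human S100A4 monomer with TAMRA-labelled myosin IIA peptide / Buffer or medium: Calcium-containing HEPES buffer, pH 7.2 / Reagent: TAMRA-labelled myosin IIA heavy-chain peptide probe, 5 nM / Compound: one dose per compound / Timing: polarization read 5 min after assay mix addition, stable 5–60 min / Benchmarks: neutral control DMSO, positive control TFP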
# LGR2 inh – blocks bursicon-induced cAMP signaling via Drosophila LGR2; 380,000 tested, 0.35% active; inhibition, % at 9.99 µM; HEK293 LGR2, CRE-luciferase, bursicon-stimulated, 4 h;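 active = drop in luminescence signal, shown as inhibition above about 50% in the replicate tests, limit read from the data, passing the limit was not always enough; inconclusive = probably only some replicates passing the limit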;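 also: agonist challenge used bursicon conditioned medium at about half maximal strength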
# CASP6 VEID inh – caspase-6 (human) enzyme inhibition | P55212 | purified caspase-6, Z-VEID-R110 cleavage fluorescence | inhibition, % at 12.5 µM | 350,000 tested, 0.53% active | AID 686996;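 active = mean inhibition across replicates at least about 35%, with every replicate also reaching that limit, limit read from the data; inconclusive = only one of the two criteria met; inactive = neither criterion met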;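 also: 0% = median of neutral control wells and 100% = no fluorescence left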
# Target sequence (P55212 24-179 limits assumed): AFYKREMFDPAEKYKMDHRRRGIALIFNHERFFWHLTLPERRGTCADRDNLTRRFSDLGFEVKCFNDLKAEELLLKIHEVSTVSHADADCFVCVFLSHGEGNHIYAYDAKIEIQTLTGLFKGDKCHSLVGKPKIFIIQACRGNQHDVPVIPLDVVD
# Target sequence (P55212 194-293 limits assumed): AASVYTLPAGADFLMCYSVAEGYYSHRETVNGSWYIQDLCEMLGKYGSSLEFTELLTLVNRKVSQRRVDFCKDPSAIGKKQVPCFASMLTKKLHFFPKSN
# esBAF inh – inhibitors of esBAF chromatin remodeling in mouse ES cells | Bmi1-luciferase knock-in reporter, 24 h; 100% = twice the neutral-well signal | reporter increase, % at 12.5 µM | 350,000 tested, 2% active; in the data active = activation above about 40%; inconclusive = no clear call, values can overlap the other calls;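 also: 0% = median of the plate's neutral control wells and 100% = double that signal; a rise in the Bmi1 reporter signal indicates esBAF inhibition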
# FN deposition inh – fibronectin deposition inhibition. AH1F fibroblasts, Alexa488-fibronectin deposition fluorescence, overnight. inhibition, % at 12.6 µM. 350,000 tested, 0.086% active. AID 743247;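 active = mean inhibition across replicates of 30% or more, regardless of how many single replicates reach that level; inconclusive = mean under 30% yet at least half of replicates reach 30%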;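 also: positive control wells lacked labelled fibronectin entirely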
#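 test system = AH1F fibroblasts assembling fluorescent fibronectin matrix | quantity = 10000 AH1F cells per well | buffer or medium = DMEM plus 2% serum, read in PBS | doses = single dose, pinned | incubation = 1 h cell attachment, overnight exposure to compound and label | detection = fluorescence at 485 nm excitation, 525 nm emission | read-out basis = inhibition from reduced deposited-fibronectin fluorescence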
# Statin myotox sup – protects C2C12 myotubes from simvastatin toxicity; rescue of ATP level, % at 7.49 µM; 330,000 tested, 0.78% active; AID 602340; ATP luminescence, 48 h; scaled: DMSO 0, geranylgeraniol control 100;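 active = mean ATP rescue above about 67%, or every replicate alone reaching that limit, limit read from the data, passing the limit was not always enough; inconclusive = no clear call, values can overlap the other calls; inactive = mean under the limit and some replicate under it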;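 also: myotubes were challenged with 10 µM simvastatin during compound exposure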
# An asterisk follows results filed as active; ? = inconclusive; . = no result given. Only part of the results is shown; the hit share may differ from the screen's.
1: COc1ccc(S(=O)(=O)NNC(=O)c2csc(-n3nc(C)cc3C(F)(F)F)n2)cc1
2: Cc1cccc(C(=O)N(Cc2nc3ccccc3c(=O)[nH]2)C2CCCC2)c1
3: O=C(c1ccccc1F)N1CC(=O)N2[C@H](CO)[C@H](c3ccc(-c4ccccc4)cc3)[C@@H]2C1
4: CCN(CC)CCn1c2c(c(SCC(=O)Nc3cccc(C(C)=O)c3)nc1=O)CCCC2
5: C[C@@H]1CCCCO[C@H](CN(C)Cc2ccc(C(=O)O)cc2)[C@@H](C)CN([C@H](C)CO)C(=O)c2cc(NC(=O)Nc3cccc4ccccc34)ccc2O1
6: CC(C)NC(=O)N(C)C[C@@H]1Oc2cc(C#Cc3cccc(F)c3)ccc2S(=O)(=O)N([C@@H](C)CO)C[C@H]1C
7: Cc1ccc2cccc(OCc3nnc(SCC(=O)O)n3C)c2n1
8: COc1ccc(CNC(=O)c2ccc(-n3cncn3)c3ccoc23)cc1OC
9: CCN1C(=O)[C@H]2[C@@H](c3ccc(-c4cc(C(C)=O)cs4)cc3)N3CCC[C@@]3(C(=O)OC)[C@H]2C1=O
10: CCn1c(Cc2cccs2)nnc1SCC(=O)c1ccc(C)cc1
entry no.	1	2	3	4	5	6	7	8	9	10
SIRT5 inh	.	4	1	-1	-1	13	-5	-2	3	.
S100A4 inh HTS	.	-3	0	-1	3	14	-2	3	2	.
LGR2 inh	.	4	0	0	19	0	.	4	-2	.
CASP6 VEID inh	.	2	.	-14	0	1	0	2	-1	.
esBAF inh	-1	.	.	.	2	4	.	4	8	25
FN deposition inh	3	-6	.	-2	.	9	7	16	7	10
Statin myotox sup	10	.	.	-13	.	-24	.	0	1	50

11: Nc1ccn(CC(=O)N2CCN(c3ccccn3)CC2)c(=O)n1
12: CC(C)N1CCC(N2CCN(Cc3ccc(-c4ccccc4Cl)o3)CC2CCO)CC1 (configuration not stated)
13: Oc1ccccc1Cc1c(O)ccc2ccccc12
14: COC(=O)CSC1=C(C#N)C(c2ccc(C(C)C)cc2)CC(=O)N1 (configuration not stated)
15: C[C@@H]1CN([C@H](C)CO)C(=O)Cc2cc(NC(=O)CCN3CCOCC3)ccc2O[C@@H]1CN(C)C(=O)Nc1ccccc1
16: Cc1ccc(S(=O)(=O)Nc2ccc3c(c2)C(=O)N([C@H](C)CO)C[C@H](C)[C@@H](CN(C)Cc2ccc4c(c2)OCO4)OCCCC[C@H](C)O3)cc1
17: Cc1ccc(S(=O)(=O)NCC[C@H]2CC[C@@H](NC(=O)c3cccnc3)[C@@H](CO)O2)cc1
18: C[C@@H]1CN([C@@H](C)CO)S(=O)(=O)c2ccc(C3=CCCC3)cc2O[C@H]1CN(C)C
19: COc1cc(/C=C/c2cc[n+](C)cc2)ccc1OCC(=O)Nc1ccccc1
20: Cc1cc(SCC(=O)Nc2cccc(S(=O)(=O)NC3=NCCCCC3)c2)nc2ccccc12
entry no.	11	12	13	14	15	16	17	18	19	20
SIRT5 inh	.	0	.	1	.	1	-1	2	-2	1
S100A4 inh HTS	-8	-10	1	-1	.	-3	-2	0	4	5
LGR2 inh	-3	-11	-5	12	0	6	12	-17	-7	-5
CASP6 VEID inh	-4	-36	3	3	.	-5	6	-1	-41	5
esBAF inh	10	-12	6	-2	3	3	4	2	18	0
FN deposition inh	-5	-2	6	-7	.	.	0	-1	-4	6
Statin myotox sup	-3	-15	-17	7	6	?	-6	-6	1	18

21: COc1ccc(C(C)C)cc1-c1cc(C(=O)NCc2cccc(C(F)(F)F)c2)[nH]n1
22: O=C(c1cccc(S(=O)(=O)N2CCOCC2)c1)N1CCCc2ccccc21
23: C[C@H](CO)N1C[C@H](C)[C@H](CN(C)CC2CC2)Oc2cc(C#C[C@@H](C)O)ccc2S1(=O)=O
24: Cc1cnc(NC(=O)c2ccc(Cl)nc2)s1
25: CC(=O)c1cccc(CN2CCC(CO)(CCCc3ccccc3)CC2)c1
26: Cc1ccc(CC2CC(=O)N(C(Cc3ccccc3)C(=O)O)C2=O)cc1 (configuration not stated)
27: O=C(NC1CCCCC1)N1CCCC(CNS(=O)(=O)Cc2ccccc2)C1 (configuration not stated)
28: COc1c(C)cccc1C(=O)Nc1ccc(CN2CCCCC2)cc1
29: CCCCNC(=O)c1onc(CSc2cccc(OC)c2)c1C(=O)O
30: COc1ccc(NC(=O)N(C)C[C@@H]2OCCCC[C@@H](C)Oc3ccc(NS(=O)(=O)c4cccs4)cc3C(=O)N([C@@H](C)CO)C[C@H]2C)cc1
entry no.	21	22	23	24	25	26	27	28	29	30
SIRT5 inh	-5	.	.	-9	3	-1	9	.	.	-2
S100A4 inh HTS	0	.	.	2	-5	-4	-4	.	-3	-1
LGR2 inh	9	.	-3	-12	12	-3	-2	.	10	1
CASP6 VEID inh	0	.	.	-2	-4	.	3	.	1	2
esBAF inh	2	-2	5	9	-2	.	.	28	9	3
FN deposition inh	-7	-2	.	-1	-2	8	-6	-14	-3	.
Statin myotox sup	-9	-4	33	0	-2	.	.	5	-12	.

# An excerpt of these results, with two lines to a compound:
# Order of values: SIRT5 inh	S100A4 inh HTS	LGR2 inh	CASP6 VEID inh	esBAF inh	FN deposition inh	Statin myotox sup
21. COc1ccc(C(C)C)cc1-c1cc(C(=O)NCc2cccc(C(F)(F)F)c2)[nH]n1
  -5	0	9	0	2	-7	-9
30. COc1ccc(NC(=O)N(C)C[C@@H]2OCCCC[C@@H](C)Oc3ccc(NS(=O)(=O)c4cccs4)cc3C(=O)N([C@@H](C)CO)C[C@H]2C)cc1
  -2	-1	1	2	3	.	.
29. CCCCNC(=O)c1onc(CSc2cccc(OC)c2)c1C(=O)O
  .	-3	10	1	9	-3	-12
23. C[C@H](CO)N1C[C@H](C)[C@H](CN(C)CC2CC2)Oc2cc(C#C[C@@H](C)O)ccc2S1(=O)=O
  .	.	-3	.	5	.	33

# (listing goes on)
31: O=C(NC1=NCCS1)c1ccc(Cl)c(S(=O)(=O)N2CCc3ccccc32)c1
32: CCCCNc1ncnc2[nH]ncc12
33: CO[C@H]1CN(C)C(=O)c2cc(NS(C)(=O)=O)ccc2OC[C@@H](C)N(C(=O)C2CCC2)C[C@@H]1C
34: CC(=O)Nc1c(Br)cc2c(c1Br)C(=O)c1ccccc1-2
35: Cc1ccc(S(=O)(=O)c2c(C)nn(C(C)(C)C)c2OC(=O)C(C)C)cc1
36: COCC(=O)NC[C@@H]1N[C@@H](CO)[C@H]1c1ccc(C2=CCCCC2)cc1
37: CCN(CC)C(=O)C1=C(C)N(Cc2ccc(F)cc2)C(=O)C(CC(=O)NC2CCCCC2)C1 (configuration not stated)
38: CC(=O)N1[C@H](C(=O)NCC2CC2)[C@@H](CO)[C@@H]2Cn3c(ccc(-c4ccccc4F)c3=O)[C@@H]21
39: COc1ccc(NC(=O)N(C)C[C@H]2OCCCC[C@@H](C)Oc3ccc(NS(=O)(=O)c4ccccc4)cc3C(=O)N([C@H](C)CO)C[C@H]2C)cc1
40: NC(=O)C(NC(=O)OCc1ccccc1)c1ccccc1 (configuration not stated)
entry no.	31	32	33	34	35	36	37	38	39	40
SIRT5 inh	-1	2	13	-2	-2	-1	-2	-6	2	.
S100A4 inh HTS	-3	-1	7	23	6	-7	3	5	-7	3
LGR2 inh	13	25	-7	14	11	0	-3	-5	3	-12
CASP6 VEID inh	2	-3	2	0	0	-2	-2	3	0	0
esBAF inh	0	2	1	.	23	1	-8	-3	0	-5
FN deposition inh	5	1	5	0	11	-11	6	.	2	1
Statin myotox sup	1	-2	5	.	-15	-6	3	1	.	9

# Single values from above:
# For LGR2 inh, COc1ccc(NC(=O)N(C)C[C@H]2OCCCC[C@@H](C)Oc3ccc(NS(=O)(=O)c4ccccc4)cc3C(=O)N([C@H](C)CO)C[C@H]2C)cc1 is listed with 3
# For Statin myotox sup, CC(=O)N1[C@H](C(=O)NCC2CC2)[C@@H](CO)[C@@H]2Cn3c(ccc(-c4ccccc4F)c3=O)[C@@H]21 is listed with 1
# For CASP6 VEID inh, CCCCNc1ncnc2[nH]ncc12 is listed with -3
# For esBAF inh, CCN(CC)C(=O)C1=C(C)N(Cc2ccc(F)cc2)C(=O)C(CC(=O)NC2CCCCC2)C1 (configuration not stated) is listed with -8

# Additional entries follow:
41: O=C1c2ccccc2C(=O)N1CCc1nc(-c2ccncc2)no1
42: CC1CC(=Cc2ccc([N+](=O)[O-])cc2)C(=O)O1 (configuration not stated)
43: COc1ccc(OC)c(CCNC(=O)CN2C(=O)CC(C)(C)S(=O)(=O)c3ccccc32)c1
44: CCCC#Cc1ccc2c(c1)O[C@@H](CN(C)C(=O)Nc1ccc(OC)cc1)[C@H](C)CN([C@H](C)CO)S2(=O)=O
45: Cc1ccc(NC(=O)C2CCCN2C(=O)Oc2ccccc2)c(C)c1 (configuration not stated)
46: COc1cc(C=C2C(=O)C=CC2=O)ccc1O
47: O=C(Nc1ccc(Cl)c(Cl)c1)Nc1nccs1
48: COc1cc(NC(=O)CCS(=O)(=O)c2ccc3c(c2)oc(=O)n3C)cc(OC)c1OC
49: O=S(=O)(c1ccc2nnn(OCc3ccccc3)c2c1)N1CCOCC1
50: Cc1cc(C)n(CC(O)CN(c2ccccc2)S(=O)(=O)c2ccccc2)n1 (configuration not stated)
entry no.	41	42	43	44	45	46	47	48	49	50
SIRT5 inh	.	1	.	12	-1	28*	-1	-2	-2	.
S100A4 inh HTS	.	-2	-19	3	-1	0	7	8	-5	.
LGR2 inh	.	1	7	20	-3	10	-53	-1	-1	4
CASP6 VEID inh	.	0	0	-2	3	79*	-1	10	6	.
esBAF inh	2	6	-8	-1	-9	.	22	-4	-1	8
FN deposition inh	4	0	-2	.	-5	29	1	3	-2	.
Statin myotox sup	-4	1	6	26	0	.	-53	1	-4	10

51: CC(C)CCN1CCN(CC(c2ccccc2)c2ccccc2)CC1CCO (configuration not stated)
52: CC1(C)NC(=O)N(CC(O)CN2CCOCC2)C1=O (configuration not stated)
53: O=c1ccc(-c2nc3ccccc3n2C(CCc2ccccc2)c2nc3ccccc3[nH]2)c[nH]1 (configuration not stated)
54: C[C@@H]1CN([C@H](C)CO)C(=O)c2cc(/C=C/c3ccccc3)cnc2O[C@@H]1CN(C)C(=O)C1CCCCC1
55: COc1ccc(S(=O)(=O)N2CCOCC2)cc1NC(=O)Cc1ccc2c(c1)OCCO2
56: CCC(=O)Nc1ccc2c(c1)C(=O)N(C)C[C@@H](OC)[C@@H](C)CN(CC1CC1)[C@H](C)CO2
57: C[C@H](CO)N1C[C@H](C)[C@H](CN(C)S(=O)(=O)CC(F)(F)F)OCc2ccccc2-c2ccccc2C1=O
58: Fc1ccc(-c2nc3ccc(Cl)cn3c2Cc2cccc(F)c2)cc1
entry no.	51	52	53	54	55	56	57	58
SIRT5 inh	0	.	.	-11	10	-3	13	19*
S100A4 inh HTS	-2	.	-2	-29	-2	-1	4	0
LGR2 inh	7	.	-15	2	1	3	-1	-28
CASP6 VEID inh	-3	.	1	2	5	2	0	3
esBAF inh	-7	-7	.	9	0	0	17	6
FN deposition inh	.	-4	-6	.	-5	-2	-26	4
Statin myotox sup	-7	0	.	25	-1	-7	-23	-5

# Some of these compounds in order of their number in esBAF inh, rising:
no.	smiles	esBAF inh
51	CC(C)CCN1CCN(CC(c2ccccc2)c2ccccc2)CC1CCO (configuration not stated)	-7
38	CC(=O)N1[C@H](C(=O)NCC2CC2)[C@@H](CO)[C@@H]2Cn3c(ccc(-c4ccccc4F)c3=O)[C@@H]21	-3
29	CCCCNC(=O)c1onc(CSc2cccc(OC)c2)c1C(=O)O	9
